# Screening results (PubChem BioAssay)
# DAX1 inh-1: inhibitors of DAX1 repression of SF-1 activated StAR promoter; inhibition, % at 6.8 µM; HEK293T StAR-luciferase reporter, SF-1/DAX-1 repression relief; 370,000 compounds, 1.1% hits; AID 652010;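 active means inhibition above the mean over all tested compounds plus 3 SD, cut at about 3.6% in these data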;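 further: 0% = DAX-1 cells with DMSO and 100% = cells lacking DAX-1 with DMSO; higher inhibition means more luminescence from relief of DAX-1 repression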
# PLC-gamma1 inh: PLC-gamma1 (human) inhibition, primary screen; inhibition, % at 12.2 µM; 370,000 compounds, 0.84% hits; purified PLC-gamma1, fluorogenic substrate, fluorescence; in the data active means inhibition above about 9.5%
# PLCb3 inh: inhibitors of human phospholipase C beta3 | AID 720704 | Q01970 | inhibition, % at 12.2 µM | 370,000 compounds, 0.18% hits | Purified PLC-beta3, fluorogenic substrate, fluorescence; in the data active means inhibition above about 11%;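 further: 0% = median of compound wells on plate and 100% = full blocker control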
# NR1D1 modulator: modulators of human Rev-erb alpha DNA binding | P20393 | AID 1259318 | 370,000 compounds, 0.79% hits | activity, % at 10 µM | Rev-erbα–FITC-DNA binding, fluorescence polarization, 90 min;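 active means activity above about 14%, limit read from the data; passing the limit was not always enough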;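 further: 0% = DMSO wells with 35 nM protein and 100% = DMSO wells with 750 nM protein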
# SMARCA2 act: activators of SMARCA2 function. AID 652017. MG213 cells, MMTV-luciferase reporter, dexamethasone, overnight. 370,000 compounds, 1% hits. activation, % at 9.1 µM; in the data active means activation above about 7.8%;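 further: 0% = vehicle wells and 100% = reference activator wells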
# hcDAF12 agonist: H. contortus DAF-12 activation, primary screen; 370,000 compounds, 1.4% hits; HEK293 hcDAF-12 lit1-tk-luc reporter, luminescence; 0% DMSO, 100% Δ7-dafachronic acid; activation, % at 6.8 µM;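 active means activation above the mean of all tested compounds plus 3 SD, cut at about 5.5% in these data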;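 further: 100% = response to 3 µM Δ7-dafachronic acid high control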
# ssDAF12 agonist: activates DAF-12 receptor from parasite S. stercoralis; HEK293 ssDAF-12/GRIP1 lit1-tk-luc reporter, luminescence; % of 3 µM dafachronic acid response; activation, % at 6.8 µM; 370,000 compounds, 1% hits;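 active means activation above the mean over all tested compounds plus 3 SD, cut at about 0.9% in these data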;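 further: 0% = DMSO-only wells and 100% = 3 µM delta7-dafachronic acid wells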
# ADAM17 inh: inhibits human ADAM17 | P78536 | 370,000 compounds, 0.83% hits | recombinant ADAM17, EDANS/DABCYL FRET peptide cleavage | inhibition, % at 6.95 µM;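 active means inhibition above the mean of compounds lying between control limits plus 3 SD, set per campaign, cut at about 8.5% in these data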;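 further: 0% = DMSO-only wells as the low control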
# Target sequence (P78536 215-824 limits assumed): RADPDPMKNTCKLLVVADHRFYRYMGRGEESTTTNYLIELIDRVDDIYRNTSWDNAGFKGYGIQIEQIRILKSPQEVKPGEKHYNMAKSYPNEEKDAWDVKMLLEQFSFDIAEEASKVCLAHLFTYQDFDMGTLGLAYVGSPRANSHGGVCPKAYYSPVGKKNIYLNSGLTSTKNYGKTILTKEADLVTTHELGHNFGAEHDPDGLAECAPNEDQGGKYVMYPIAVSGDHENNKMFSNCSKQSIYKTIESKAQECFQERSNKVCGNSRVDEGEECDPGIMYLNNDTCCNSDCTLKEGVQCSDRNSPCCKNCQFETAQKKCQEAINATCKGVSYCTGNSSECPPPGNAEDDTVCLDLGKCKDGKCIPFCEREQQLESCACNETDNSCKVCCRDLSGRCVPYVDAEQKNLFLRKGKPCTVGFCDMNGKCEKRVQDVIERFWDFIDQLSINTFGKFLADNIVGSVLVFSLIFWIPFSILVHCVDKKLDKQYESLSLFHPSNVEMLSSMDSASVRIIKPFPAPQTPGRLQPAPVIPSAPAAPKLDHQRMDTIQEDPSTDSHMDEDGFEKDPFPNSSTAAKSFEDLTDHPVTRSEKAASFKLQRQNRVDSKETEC
# MBD2 DNA inh: MBD2-methylated oligo binding inhibition; Q9UBB5; TR-FRET, MBD2 binding to methylated oligonucleotide; inhibition, % at 4.4 µM; 370,000 compounds, 0.31% hits; AID 686964; in the data active means inhibition above about 13%
# Target sequence (Q9UBB5 whole entry, looked up): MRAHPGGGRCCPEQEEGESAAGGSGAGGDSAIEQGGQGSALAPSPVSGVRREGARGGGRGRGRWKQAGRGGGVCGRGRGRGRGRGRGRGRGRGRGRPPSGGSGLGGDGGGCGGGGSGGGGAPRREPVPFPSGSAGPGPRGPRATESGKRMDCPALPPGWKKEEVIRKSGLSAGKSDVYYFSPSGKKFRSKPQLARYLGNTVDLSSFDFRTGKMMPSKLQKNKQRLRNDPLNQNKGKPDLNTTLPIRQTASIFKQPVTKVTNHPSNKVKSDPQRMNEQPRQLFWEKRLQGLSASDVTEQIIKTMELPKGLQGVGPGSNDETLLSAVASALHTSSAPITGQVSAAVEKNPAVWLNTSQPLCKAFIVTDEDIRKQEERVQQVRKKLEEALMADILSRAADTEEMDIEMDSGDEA
# DAX1 inh-2: inhibitors of human orphan nuclear receptor DAX1 (NR0B1) | HEK293 Gal4-DAX1 luciferase reporter, luminescence | inhibition, % at 6.75 µM | 340,000 compounds, 0.99% hits | AID 504766 | P51843;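 active means inhibition above the mean over all tested compounds plus 3 SD, cut at about 4.2% in these data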;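 further: 0% = DAX1-transfected cells with DMSO and 100% = empty-vector control cells with DMSO; inhibition shows as a rise in luminescence from relieved DAX1 repression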
# hgDAF12 agonist: activates the H. glycines DAF-12 receptor ligand-binding domain; AID 687014; 370,000 compounds, 1.8% hits; HEK293 GAL4-hgDAF12 UAS-luciferase reporter, agonist luminescence; normalized to butyrate control; activation, % at 6.8 µM;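 active means activation above a cutoff set at the mean of all screened compounds plus 3 SD, cut at about 10% in these data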;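 further: 0% = DMSO wells and 100% = sodium butyrate wells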
# Numbers without * were called inactive; i = inactive; x = not tested or not shown.
SMILES,DAX1 inh-1,PLC-gamma1 inh,PLCb3 inh,NR1D1 modulator,SMARCA2 act,hcDAF12 agonist,ssDAF12 agonist,ADAM17 inh,MBD2 DNA inh,DAX1 inh-2,hgDAF12 agonist
CCCCC(=O)Nc1nn(CCC)c2nc3ccccc3cc12,0.3,-80,-125,3,1,-2.9,-1.5,0,4,-1.0,-1.5
O=C1Cn2nnc(-c3ccccc3)c2C2c3cc(Br)ccc3CCN12 (stereo not given),0.3,-3,2,7,-1,0.2,-0.2,-3,4,x,0.6
O=c1ccc(-c2ccc(S(=O)(=O)Nc3ccc(F)cc3)s2)n[nH]1,-0.9,1,-6,-3,-3,1.1,-0.8,1,3,-0.1,-1.0
Cc1ccc(C)c(OCCC(=O)OC(C)C(=O)Nc2c(C)n(C)n(-c3ccccc3)c2=O)c1 (stereo not given),-1.2,-1,-5,2,0,-0.1,-0.8,0,3,-1.8,-1.2
CN(C(=O)CSc1nnc(COc2ccccc2F)n1N)C1CCCCC1,-1.9,-3,-9,-2,-2,0.0,-1.4,0,-4,-0.1,-2.7
COC(=O)[C@]12C[C@H](CC(=O)NCc3ccc(C)o3)C(=O)N(Cc3ccc(Cl)cc3Cl)C1=C[C@H](C1CCCC1)O[C@@H]2C,-2.0,-4,-1,4,-5,-1.0,-0.4,1,-2,x,1.6
O=C(O)C1=C[C@@H](c2ccccc2)C[C@@H](OCc2ccc(CO)cc2)O1,-0.3,1,-3,-5,1,0.6,-1.0,-3,2,0.4,2.2
CCOC(=O)c1[nH]c2ccc(OC)cc2c1NC(=O)CCN1CCc2ccccc2C1,-0.3,-422,i,0,-2,-2.0,-1.4,-111,-1,0.6,-2.9
Cc1ccc(NC(=O)CC2SCCNC2=O)cc1Cl (stereo not given),0.0,4,2,1,4,0.4,-1.0,-2,-4,2.6,6.6
CCCCCC(=O)Nc1ccc(-c2nnc3n2CCCCC3)cc1,0.1,1,-2,-6,-2,-3.2,-1.5,0,2,-0.2,-0.7
CCOC(=O)Cc1cc(=O)n2[nH]cc(-c3ccc(Cl)cc3)c2n1,0.0,-93,-99,-4,-1,0.6,-1.2,-25,-4,1.6,-0.4
COc1ccc(OC)c(-c2csc(N(Cc3ccco3)C(=O)c3cccs3)n2)c1,0.6,-1,0,7,4,-1.5,-1.2,0,0,-0.6,0.7
Cc1cc(NC(=O)CSCC(=O)Nc2ccccc2OC(F)F)no1,1.0,0,-6,9,-1,0.6,-0.3,0,2,0.4,1.4
COc1ccc(CN(Cc2cccn2C)S(=O)(=O)c2cccc(C(F)(F)F)c2)cc1,-0.5,0,-6,4,-4,-0.2,-0.9,3,-4,x,-2.7
CC(C)CNC(=O)CSc1nnc(CN2CCCCCC2=O)n1-c1ccccn1,0.3,0,1,9,-2,0.3,-0.8,-3,3,0.1,-2.2
COc1cccc(C(=O)Nc2ccc(Oc3nnc(-c4ccccc4)c4ccccc34)cc2)c1,0.5,1,-10,10,-1,2.2,-0.7,-1,-2,x,-1.4
Cn1c(CNC(=O)CNC(=O)Cc2ccc(Cl)cc2)cc(=O)n(C)c1=O,-0.1,5,-3,-4,-1,0.2,-0.9,-2,-1,1.1,-0.1
CCOC(=O)C1CCN(C(=O)c2ccc(Cl)c(NC3=NC4CS(=O)(=O)CC4S3)c2)CC1 (stereo not given),0.6,-1,3,-2,-1,0.3,-1.1,1,1,1.1,2.4
O=C(Nc1ccccc1)Nc1ccccc1C(=O)NCc1ccccc1,-1.5,-41,-53,5,1,-1.0,-1.6,-12,-3,-0.8,2.8
Cn1c(SCC(=O)NCc2cccs2)nnc1-c1cccs1,-0.4,-1,0,6,-1,0.6,-1.4,-1,0,-0.7,1.6
N/C(=N\OC(=O)c1ccc(=O)n(Cc2ccccc2)c1)c1ccccn1,-0.8,0,3,0,2,0.4,-0.7,-1,7,-0.8,-0.3
CCOc1ccc(N2C(=O)C3C(c4ccccc4)=NN(c4ccccc4)C3C2=O)cc1 (stereo not given),-0.6,-10,-14,-1,-4,-1.4,-1.5,-9,1,0.5,-0.3
CCC(CC)NC(=O)COc1ccc(OC)cc1C=O,-0.3,-233,-292,-1,-2,1.0,-2.2,-48,2,0.7,-2.0
O=C1C(C=NC2CC2)=C(O)c2ccccc21,1.0,-2,0,-6,3,4.7,-0.4,1,-1,1.2,7.0
CN(C(=O)c1ccccc1C(=O)OCC(=O)NCc1cccs1)C1CCCCC1,-0.4,1,4,2,1,-1.2,-1.0,1,0,-0.5,1.4
# (next part)
SMILES,DAX1 inh-1,PLC-gamma1 inh,PLCb3 inh,NR1D1 modulator,SMARCA2 act,hcDAF12 agonist,ssDAF12 agonist,ADAM17 inh,MBD2 DNA inh,DAX1 inh-2,hgDAF12 agonist
CCCCCn1c(CN(C)Cc2ccccc2)nc2c1c(=O)n(C)c(=O)n2C,-2.5,3,4,2,-2,1.1,-1.3,-1,-3,-1.9,0.2
CC(C)Cn1c(SCC(=O)NCc2ccc(Cl)cc2)nnc1-c1cccc(S(=O)(=O)N2CCOCC2)c1,-0.6,1,-3,-6,-3,-2.1,-2.2,2,-1,-1.3,-3.8
CCN(CC)c1ccc(C(NC(C)=O)NC(C)=O)cc1,1.8,1,-1,-2,1,0.3,-1.0,-3,-1,0.0,1.9
CCc1ccc2c(COn3nnc4ccc(S(=O)(=O)N(C)C)cc43)cc(=O)oc2c1,-0.8,1,0,6,1,-1.3,-0.8,-2,-3,0.9,-4.4
CCOc1ccc(/C=N/NC(=O)c2nnn(-c3nonc3N)c2CN2CCC(C)CC2)cc1,-0.3,1,-6,3,1,2.1,-0.5,-3,-1,0.0,-1.7
Cc1oc2ccc(OC(=O)COc3c(F)c(F)c(F)c(F)c3F)cc2c1C(=O)OC(C)C,-0.2,3,1,-3,2,-1.1,-1.8,1,0,0.3,-0.4
COc1cc2c(cc1NC(=O)COC(=O)c1ccc(C(C)(C)C)cc1)oc1ccccc12,-0.1,-1,-1,10,-3,2.1,-0.8,-3,3,-0.3,-2.2
CC(C)c1cc(C(=O)O)c2ccccc2n1,0.4,4,-8,3,-3,-1.4,0.5,1,-1,-1.3,-0.3
CCOC(=O)C1=C(C)Nc2ncnn2C1c1c[nH]c2ccccc12 (stereo not given),1.2,0,4,-3,0,4.2,0.6,-3,-2,0.1,2.6
Cc1nc(C(F)(F)F)ccc1C(=O)N1CCC1(C)C(=O)NS(=O)(=O)c1ccc2c(c1)CCO2 (stereo not given),1.5,10*,2,-1,-2,0.2,-1.5,5,0,x,2.3
CCOC(=O)C1C(c2ccc(O)cc2)NC(=O)NC1(O)C(F)(F)F (stereo not given),0.0,1,-2,-1,-2,0.1,-1.6,-1,-6,0.2,1.2
CCOC(=O)N1CCC(NC2CCCCCCC2)CC1,0.5,0,2,-3,4,0.0,-1.6,2,-3,0.8,2.9
COc1ccc(N(CC(=O)NC2CCCC2)C(=O)CCC(=O)Nc2cc(C)on2)c(OC)c1,-0.6,-42,2,1,-3,0.1,-0.8,1,-6,-0.5,0.5
COC(=O)c1cc(OC)c(OC)cc1NC(=O)CCC1CCCC1,0.5,-5,-4,2,-3,-1.5,-0.7,-6,0,-1.2,-1.7
Cc1ccn2c(=O)c(C(=O)NCCCN3CCCC3=O)c(O)nc2c1,-0.4,-96,-143,3,-3,0.9,-1.3,-79,4,0.4,-0.6
CCn1c(=O)[nH]c2ccccc2c1=O,0.5,-2,1,1,0,0.3,-1.1,-8,0,0.6,-3.0
COc1cccc(CCc2nnc(CCC(=O)N3CCCC3c3nccs3)o2)c1 (stereo not given),-0.3,-1,-6,11,-2,-0.9,-1.9,-4,3,4.2*,-1.7
CCOC(=O)c1[nH]c2ccccc2c1N=C(C)N(CC)CC,0.2,-1,1,5,4,0.9,-0.4,-4,1,0.3,-0.5
Cc1cccc2c1N(CCOc1ccccc1)C(=O)C2=O,0.4,1,1,-1,1,-2.2,-1.5,-3,-3,0.5,2.1
Cc1cc(C)c(NC(=O)c2ccc3c(c2)NC(=O)C(C)S3)c(C)c1 (stereo not given),-0.6,0,-2,-2,-1,-2.0,-1.5,-1,-2,-0.5,-0.7
O=C(CCc1nc2ccccc2[nH]1)N1CCN(C(=O)c2ccco2)CC1,-0.1,3,4,-6,0,-2.8,-0.6,0,4,2.2,-2.0
O=c1[nH]c(=O)n(Cc2ccco2)c2c1C(C(F)(F)F)(C(F)(F)F)N=C(c1ccc(F)cc1)N2,0.0,-3,0,1,1,1.5,-1.7,2,5,0.7,-2.7
COc1ccc(/C=N/Nc2ccc(C(=O)O)cc2)c(OC)c1OC,0.5,-10,-12,-1,2,1.3,-0.9,-7,-2,2.2,4.6
O=C(NCc1ccccc1Cl)c1ccc2c(c1)SC1=NS(=O)(=O)CCN12,-0.5,-9,-19,1,0,-2.9,-2.4,-5,2,-1.7,1.0
O=C(NCCCN1CCOCC1)c1ccc(Sc2ccc(Br)cc2)c([N+](=O)[O-])c1,-0.7,3,2,3,-1,0.1,-0.9,-3,-5,0.0,0.2
O=C(CSc1ncnc2nc[nH]c12)NCCc1ccccc1,0.7,2,3,3,2,-1.0,-1.3,1,-6,1.9,-0.3
Cc1ccc(CNC(=O)CCNS(=O)(=O)c2ccc3c(c2)c(=O)n(C)c(=O)n3C)cc1,-0.7,1,2,3,1,-2.2,-1.2,-4,0,-0.1,2.6

# 10 entries already listed, arranged by count of non-hydrogen atoms, low to high.
SMILES,DAX1 inh-1,PLC-gamma1 inh,PLCb3 inh,NR1D1 modulator,SMARCA2 act,hcDAF12 agonist,ssDAF12 agonist,ADAM17 inh,MBD2 DNA inh,DAX1 inh-2,hgDAF12 agonist
CC(C)c1cc(C(=O)O)c2ccccc2n1,0.4,4,-8,3,-3,-1.4,0.5,1,-1,-1.3,-0.3
CCOC(=O)N1CCC(NC2CCCCCCC2)CC1,0.5,0,2,-3,4,0.0,-1.6,2,-3,0.8,2.9
COC(=O)c1cc(OC)c(OC)cc1NC(=O)CCC1CCCC1,0.5,-5,-4,2,-3,-1.5,-0.7,-6,0,-1.2,-1.7
Cc1ccn2c(=O)c(C(=O)NCCCN3CCCC3=O)c(O)nc2c1,-0.4,-96,-143,3,-3,0.9,-1.3,-79,4,0.4,-0.6
O=C(CCc1nc2ccccc2[nH]1)N1CCN(C(=O)c2ccco2)CC1,-0.1,3,4,-6,0,-2.8,-0.6,0,4,2.2,-2.0
CCCCCn1c(CN(C)Cc2ccccc2)nc2c1c(=O)n(C)c(=O)n2C,-2.5,3,4,2,-2,1.1,-1.3,-1,-3,-1.9,0.2
COc1cccc(CCc2nnc(CCC(=O)N3CCCC3c3nccs3)o2)c1 (stereo not given),-0.3,-1,-6,11,-2,-0.9,-1.9,-4,3,4.2*,-1.7
CCc1ccc2c(COn3nnc4ccc(S(=O)(=O)N(C)C)cc43)cc(=O)oc2c1,-0.8,1,0,6,1,-1.3,-0.8,-2,-3,0.9,-4.4
COc1cc2c(cc1NC(=O)COC(=O)c1ccc(C(C)(C)C)cc1)oc1ccccc12,-0.1,-1,-1,10,-3,2.1,-0.8,-3,3,-0.3,-2.2
COc1ccc(N(CC(=O)NC2CCCC2)C(=O)CCC(=O)Nc2cc(C)on2)c(OC)c1,-0.6,-42,2,1,-3,0.1,-0.8,1,-6,-0.5,0.5
